High-throughput results as filed in PubChem BioAssay.
Akt phos inh = Akt phosphorylation inhibition; Neuro2A IGF-stimulated pAkt S473 HTRF, 20 min; stronger effect = lower value; activity change, % for hits at 50 µM; actives 0.32% (n = 360,000); AID 651550; in the data active means activity change below about -80%; inconclusive means mostly about -51% to -80%; further: on the % scale 0 is the no-effect control and ±100 the full control effect
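Single-point screen (50 µM final compound) in Neuro2A cells stimulated 20 min with 6 nM IGF at 37 deg C. After lysis, Ser473-phosphorylated Akt read by HTRF (ex 330 nm, em 615/665 nm) as the 665/615 ratio.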
TDP43 rescue = TDP-43 toxicity inhibition in yeast | TDP-43 expressing yeast growth rescue, BacTiter-Glo, 24 h | Potency, µM (highest dose often 46.1 µM), for inactives: at the top dose growth rescue (activation), usual class: activators | actives 1.8% (n = 410,000) | AID 652104; further: potency means the concentration at half of the fitted maximal effect; % of control where 0% means no effect; nearly all actives have a fitted effect of over 50% in size
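Cell-based yeast growth screen: TDP-43 expression induced in galactose, inoculum OD600=0.02 after raffinose pregrowth to mid-log. Read-out BacTiter-Glo luminescence at 24 hr, 30 deg C; inhibition of toxicity seen as signal increase.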
GLP-1R inv ag = GLP-1 receptor (human) inverse agonism; P43220; HEK293 GLP-1R CRE-luciferase, luminescence, 24 h; GLP-1R form is constitutively active; Potency, µM (doses to about 38.3 µM), for the others: at the highest dose activity change, negative = inhibition, hits mostly inhibitors; actives 1.6% (n = 410,000); AID 624417; further: potency means the concentration at half of the fitted maximal effect; on the % scale 0 is the no-effect control and ±100 the full control effect; nearly all actives have a fitted effect of over 55% in size
Target sequence (P43220 whole entry, looked up): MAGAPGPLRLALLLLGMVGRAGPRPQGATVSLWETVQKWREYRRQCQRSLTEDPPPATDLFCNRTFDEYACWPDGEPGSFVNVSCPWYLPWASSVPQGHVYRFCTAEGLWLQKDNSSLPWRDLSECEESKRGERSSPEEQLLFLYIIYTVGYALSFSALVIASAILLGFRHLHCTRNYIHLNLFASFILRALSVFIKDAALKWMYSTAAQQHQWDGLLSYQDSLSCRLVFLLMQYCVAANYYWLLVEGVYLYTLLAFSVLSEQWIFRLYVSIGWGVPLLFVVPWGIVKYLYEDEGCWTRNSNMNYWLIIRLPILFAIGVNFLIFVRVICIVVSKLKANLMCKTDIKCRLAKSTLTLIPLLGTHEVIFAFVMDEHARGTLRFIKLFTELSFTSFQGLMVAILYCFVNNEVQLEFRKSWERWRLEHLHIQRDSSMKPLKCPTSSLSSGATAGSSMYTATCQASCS
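Inverse agonists were sought by their lowering of basal cAMP reporter luciferase output in HEK293 cells stably carrying constitutively active human GLP-1R, after 24 h compound treatment.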
D3 antag = blocks the human D3 dopamine receptor; P35462; D3R cells, DiscoveRx beta-arrestin luminescence, antagonist mode; stronger effect = lower value; max response, negative = inhibition, %; actives 2.5% (n = 360,000); AID 652054; in the data active means max response below about -50%; inconclusive means no clear call, values can overlap the other calls; further: on the % scale 0 is the no-effect control and ±100 the full control effect; mostly tested at two doses, the higher about 12 µM
Target sequence (P35462 whole entry, looked up): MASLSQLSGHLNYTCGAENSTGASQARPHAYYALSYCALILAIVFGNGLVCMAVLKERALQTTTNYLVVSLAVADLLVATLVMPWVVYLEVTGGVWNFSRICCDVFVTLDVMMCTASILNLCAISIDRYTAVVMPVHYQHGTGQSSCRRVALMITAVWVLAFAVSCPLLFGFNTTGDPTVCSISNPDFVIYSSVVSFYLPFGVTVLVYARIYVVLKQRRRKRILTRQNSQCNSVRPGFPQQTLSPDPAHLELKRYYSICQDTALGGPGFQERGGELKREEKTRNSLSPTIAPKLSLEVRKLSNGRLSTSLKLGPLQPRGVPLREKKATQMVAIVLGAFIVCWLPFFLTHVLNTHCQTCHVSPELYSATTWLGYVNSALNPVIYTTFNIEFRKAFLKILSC
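Cells plated overnight at 1500 cells/well, then exposed to library compounds with dopamine controls for 90 minutes at 37 degrees C. DiscoveRx reagent added for 30–60 minutes at room temperature; luminescence read, quantitative HTS format.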
FUS yeast rescue = rescues growth of FUS-expressing yeast; S. cerevisiae FUS-expressing, growth rescue, OD600, 24 h; Potency, µM (doses to about 76.6 µM), for inactives: top-dose growth rescue (activation), hits mostly activators; actives 0.24% (n = 390,000);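 further: potency means the concentration at half of the fitted maximal effect; plate controls were DMSO vehicle for no effect and reference control for full effect; nearly all actives have a fitted effect of over 55% in size; some results filed as inactive show a strong effect at the top dose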
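FUS-expressing yeast, raffinose-pregrown, induced in 2% galactose minimal medium at OD 0.005; compounds in a dilution series, 24hr at 30C. Growth restoration read as absorbance at 600 nm. CP55940 positive control, DMSO negative.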
aSyn yeast inh = rescues yeast growth from alpha-synuclein toxicity; Yeast expressing alpha-synuclein, growth rescue, BacTiter-Glo, 24 h; Potency, µM (titrated, usually from 46.1 µM), for inactives: at the highest dose growth rescue (activation), actives largely listed as activators; actives 0.14% (n = 370,000); further: potency means the concentration at half of the fitted maximal effect; % of control where 0% means no effect; nearly all actives have a fitted effect of over 65% in size
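Rescue of yeast growth: cells expressing toxic alpha-synuclein, induced in galactose at OD600 0.02, incubated with compound 24 h at 30 C. ATP luminescence quantified growth; inhibitors of toxicity appear as activators.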
Abeta yeast res = compounds reversing amyloid beta toxicity in yeast. actives 0.063% (n = 410,000). Potency, µM (series often up to 46.1 µM), for inactives: at the top dose growth rescue, most hits filed as activators. yeast expressing A-beta42, growth rescue, OD600, 48 h; response scale: 0% DMSO, 100% iron-clioquinol control; further: potency means the concentration at half of the fitted maximal effect; nearly all actives have a fitted effect of over 55% in size
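Growth rescue measured by 600 nm absorbance after 48 h yeast culture at 30 C with compound. Values normalized between DMSO and an equimolar ferric chloride plus clioquinol control.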
PTHR1 ag = agonists of human PTHR1 parathyroid hormone receptor | Q03431 | AID 743266 | Potency, µM (series often up to 115 µM), for the others: at the top dose activation, hits mostly activators | HEK293 GP2 PTHR1 cells, GloSensor cAMP luminescence, 1 h | actives 0.075% (n = 410,000); further: potency means the concentration at half of the fitted maximal effect; nearly all actives have a fitted effect of over 55% in size; some results filed as inactive show a strong effect at the top dose; inactives centre near -15; many of its hits are not listed in these tables
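HEK-293-derived GP2 cells expressing PTHR1 and a GloSensor cAMP reporter, 3,000/well, plated overnight, given luciferin plus IBMX (each 0.5 mM as added) for 1 h at 37 °C, then compound for 1 h at 37 °C. Luminescence was read after 15 min at room temperature.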
GLP1R ag = activates the human GLP-1 receptor | P43220 | HEK293 GLP-1R CRE-luciferase, luminescence, 4-6 h; cells express a hypersensitive GLP-1R form | Potency, µM (titrated, usually from 45.6 µM), for the others: top-dose activation, hits mostly activators | actives 0.007% (n = 380,000); further: potency means the concentration at half of the fitted maximal effect; % of control where 0% means no effect
Starred values were filed as active, the others as inactive; i = inactive; ? = inconclusive; · = not tested or not shown; & = joins results of further samples; [ ] = dose if it differs, or a comment. Unless noted, the call rests on the fitted dose curve; in most records, active means well fitted curve in the direction sought with a large enough effect; inconclusive means small, poorly fitted or top-dose-only effect, or another doubt; inactive means no such curve, though single readings can be large; an effect the other way counts as inactive or inconclusive. This is a subset; count on the stated rates, not on these rows.

nr	SMILES	Akt phos inh	TDP43 rescue	GLP-1R inv ag	D3 antag	FUS yeast rescue	aSyn yeast inh	Abeta yeast res	PTHR1 ag	GLP1R ag
1	CCCn1c2ccccc2c2cnn(CC(=O)NC3CCN(Cc4ccccc4)CC3)c(=O)c21	i	-6%	?	-17	-8%	6%	3%	-13%	0%
2	O=C(CSc1ccccc1)NCc1ccc2c(c1)CCN2C(=O)c1ccccc1	·	0%	9%	·	8%	·	19%	-17%	·
3	CCCN(CCC)CCCNC(=O)c1ccc(CS(=O)(=O)c2c(Cl)cccc2Cl)o1	i	-20%	?	-4	27%	-9%	-6%	16%	-1%
4	COc1ccccc1C(=O)NCCC(=O)N(C)Cc1ccc(C)o1	i	5%	4%	-2	-6%	-1%	-9%	-28%	-1%
5	CCOC(=O)c1ccc(N2C(=O)C3CCOc4ccccc4C32)cc1 (configuration not stated)	i	6%	3%	?	-6%	-1%	-8%	-16%	12%
6	Cc1cc2nc(C3CCN(C(=S)NCC(C)C)CC3)[nH]c2cc1C	i	-21%	-28%	1	-20%	0%	-12%	-14%	8%
7	CCCCNc1ncnc2c1nnn2C	·	7%	9%	·	0%	·	-15%	?	·
8	CC(C)C(=O)NNC(=O)CSc1nc(C2CCCCC2)nc2ccccc12	i	-5%[9.22 µM]	12%	6	16%	18%	-8%	-3%	1%
9	Cc1ccccc1NC(=O)c1ccc([N+](=O)[O-])o1	i	8%	40%[activator]	3	-11%	-8%	-53%[inhibitor]	i	-1%
10	C[C@]12CC[C@H](O)CC1=CCC1C2CC[C@@]2(C)C1CC[C@@H]2NC(=O)[C@@H](N)Cc1ccccc1 (some centres not stated)	i	-5%	?	-10	30%	-17%	-14%	i	2%
11	CCOc1[nH]n(-c2ccccc2)c(=O)c1C=Nc1ccc(OC)cc1	i	6%	?	2	-11%	-1%	-11%	i	-1%
12	Cc1cc(C)nc(SCC(=O)OCC(=O)Nc2ccccc2)n1	i	-3%	16%	-18	29%	8%	5%	i	2%

Sorted by value in FUS yeast rescue (low to high): three from the list above
item | Molecule | FUS yeast rescue
5 | CCOC(=O)c1ccc(N2C(=O)C3CCOc4ccccc4C32)cc1 (configuration not stated) | -6%
8 | CC(C)C(=O)NNC(=O)CSc1nc(C2CCCCC2)nc2ccccc12 | 16%
12 | Cc1cc(C)nc(SCC(=O)OCC(=O)Nc2ccccc2)n1 | 29%

The results go on:
nr	SMILES	Akt phos inh	TDP43 rescue	GLP-1R inv ag	D3 antag	FUS yeast rescue	aSyn yeast inh	Abeta yeast res	PTHR1 ag	GLP1R ag
13	COc1ccc(NC(=O)c2cc(-c3ccncc3)nc3ccccc23)c(OC)c1	i	-9%	-4%	46	41%	4%	-7%	i	17%
14	COc1c(F)c(F)c(-c2csc(N)n2)c(F)c1F	i	?	75%[activator]	19	15%	1%	8%	i	-2%
15	O=C(Cc1ccccc1)Nc1c(C(=O)N2CCCCCC2)cnn1-c1ccccc1	i	-2%	?	3	8%	-2%	22%	-9%[57.5 µM]	-8%
16	Cc1ccc(C2CC(c3cccs3)=NN2C(=O)CSC2=NCCS2)cc1 (configuration not stated)	i	?	4.5µM*	-22	12%	10%	13%	-22%	-2%
17	COc1ccc(NC(=O)CC2SC(=NCC3CCCO3)NC2=O)cc1 (configuration not stated)	i	2%	2%	-9	9%	1%	7%	-24%	-1%
18	COc1ccc(CCNC(=S)N2CCN(S(=O)(=O)c3ccccc3)CC2)cc1	i	13%	?	27	8%	1%	3%	-18%	-10%
19	O=C(CCCc1ccccc1)Nc1ccc(Br)cc1F	i	17%	?	-3	-9%	16%	11%	-12%	7%
20	CCOC(=O)C1CCN(C(=O)Cn2c(=O)oc3cc(S(=O)(=O)N4CCCC4)ccc32)CC1	i	18%	11%	0	-20%	-1%	-6%	-2%	-5%
21	C[C@H]1CN([C@@H](C)CO)C(=O)Cc2cc(NC(=O)Cc3ccccc3)ccc2O[C@H]1CN(C)C(=O)Nc1cccc2ccccc12	i	5%	?	-15	?	1%	1%	-5%	-1%
22	CCn1cc(C(=O)NCc2cccs2)c(=O)c2cc(S(=O)(=O)N3CCOCC3)ccc21	i	4%	8%	-14	-22%	-5%	3%	-39%[inhibitor]	-5%
23	Nc1c(N(Cc2ccccc2)C(=O)COc2ccc(F)cc2Cl)c(=O)[nH]c(=O)n1Cc1ccccc1	i	18%	-2%	13	-3%	2%	-4%	-40%[inhibitor]	-2%
24	Clc1ccc(OCc2nnc3n2CCCCC3)c(Cl)c1	i	1%	-11%	0	22%	1%	-3%	i	0%
25	COc1cccc(N2CCN(C(=O)CN3C(=O)COc4ccc(S(=O)(=O)N5CCC(C)CC5)cc43)CC2)c1	·	19%	16%	·	-10%	8%	2%	-15%	3%
26	Cc1ccc2nsnc2c1NC(=O)CCl	i	-6%	11%	-22	4%	-8%	-9%	?	4%
27	CCn1nc(NC(=O)C(C)C)c2cc3cccc(C)c3nc21	i	2%	?	3	-13%	-15%	-15%	-2%	9%
28	O=S(=O)(c1cnc[nH]1)N1CCN(c2ccccc2)CC1	i	4%	5%	-13	-24%	-2%	5%	i	-4%
29	CCC(c1nnnn1C1CCCC1)N1CCC(C(N)=O)CC1 (configuration not stated)	i	-23%	-5%	-25	-1%	-2%	-18%	11%	7%
30	CCOc1cc(CN2CCC(CO)(Cc3cccc(C(F)(F)F)c3)CC2)ccc1OC	i	·	?	-2	8%	8%	11%	-12%	3%
31	O=[N+]([O-])c1ccccc1SNc1ccccn1	i	9%	8%	-10	-4%	-4%	-11%	i	9%
32	CCOc1nc(-c2ccccc2)ccc1-c1noc(-c2ccc(C)cc2)n1	·	12%	1%	·	16%	·	0%	?	·
33	CC(CC(=O)Nc1ccc(F)c([N+](=O)[O-])c1)c1ccccc1 (configuration not stated)	i	13%	20%	-18	·	-9%	15%	-12%	0%
34	O=c1c([N+](=O)[O-])c(N2CCCC2)c2ccccc2n1-c1ccccc1	i	·	9%	0	9%	3%	-16%	i	7%
35	COc1ccc(S(=O)(=O)N(CCc2ccccc2)CC(=O)NCc2ccc(C)cc2)cc1	·	21%	9%	·	13%	·	-2%	i	·
36	Cc1cc(C(=O)N/N=C/c2c(CO)cnc(C)c2O)c2ccccc2n1	i	-5%	-20%	16	-8%	0%	-21%	i	1%
37	O=C(Nc1ccccc1)N1CCN(c2cccc(C(F)(F)F)c2)CC1	i	?	-20%	16	-4%	-11%	15%	i	1%
38	O=C(NCCN1CCCC1)c1cccc(Cl)c1	i	-7%	3%	?	4%	-6%	-3%	i	-2%
39	CC1=CC(C)(C)Nc2ccc(OC(=O)C(Cc3ccccc3)N3C(=O)c4ccccc4C3=O)cc21 (configuration not stated)	i	19%	?	-12	14%	11%	12%	-11%	1%
40	COc1ccc(C(=O)c2c3ccc(C(F)(F)F)cc3[n+]([O-])n2CCCN)cc1	i	2%	2%	-12	-5%	11%	-7%	-15%	23%
41	CCc1ccc([C@@H]2CC(=O)[C@@H]3CN(S(=O)(=O)c4ccccc4)[C@H](c4ccc(OC)cc4)C[C@@H]3N2S(=O)(=O)c2ccc(C)cc2)cc1	i	10%	24%	0	45%	-3%	-9%	-5%	10%
42	CSc1nsc(/C=C/Nc2ccc(Cl)cc2)c1C#N	i	-1%	?	-14	-5%	19%	1%	-48%[inhibitor][57.5 µM]	-5%
43	COc1cc(OC)cc(-c2cc3nc(C)c(CCC(=O)NC(C)CCc4ccco4)c(C)n3n2)c1 (configuration not stated)	i	?	-20%	1	42%	2%	8%	-4%[57.5 µM]	5%
44	O=C(CN1C(=O)c2ccccc2S1(=O)=O)NC1CCCCC1	i	-7%	0%	-11	2%	-1%	-2%	-83%[inhibitor]	17%
45	Cc1noc(C)c1-c1nnc(-c2ccc(C(F)(F)F)cc2)o1	i	15%	4%	36	-1%	2%	-13%	i	3%
46	Cc1ccc(C(=O)NNC(=O)c2ccc(-n3cncn3)c([N+](=O)[O-])c2)cc1	i	7%	15%	-3	7%	-2%	3%	i	-1%
47	COC(=O)C(C)NC(=S)N1CCN(c2c(F)cc3c(=O)c(C(=O)O)cn(C4CC4)c3c2OC)CC1C (configuration not stated)	i	?	-2%	14	32µM*	7%	-26%	-23%	-2%
48	CCCc1cc(=O)oc2c3c(ccc12)OCN(Cc1ccc(OC)cc1)C3	·	9%	5%	·	-10%	2%	3%	i	·
49	CCOC(=O)c1cnn(-c2ccc(C(C)C)cc2)c1NC(=O)C1CCC1	·	-1%	-18%	?	11%	-1%	4%	-9%[57.5 µM]	3%
50	CC1CCN(C(=O)Cn2c(=O)n(Cc3ccco3)c(=O)c3sccc32)CC1	i	-11%	-4%	1	4%	1%	2%	i	4%
51	Cc1ccc(S(=O)(=O)NNC(=O)C(=O)NNc2ccccn2)cc1	i	-1%	-12%	30	?	-2%	-1%	i	14%
52	O=C(COC(=O)c1ccc(Cl)nc1)c1ccc2c(c1)OCCO2	i	2%	22%	-7	-18%	-6%	-3%	i	-6%
53	FC(F)(F)c1ccc(/C=N/n2c(COc3ccccc3)n[nH]c2=S)cc1	i	7%	-17%	-19	5%	16%	30%	i	-7%
54	O=C(Nc1nc2ccccc2[nH]1)c1ccccc1F	i	-80%[inhibitor]	?	-12	·	-61%[inhibitor]	-66%[inhibitor]	-95%	-5%
55	CC(C)c1ccc(NC(=O)Cn2c(=O)n(Cc3nc(-c4ccccc4)no3)c(=O)c3cc4c(cc32)OCO4)cc1	·	-4%	18%	·	-12%	·	-15%	-18%	·
56	Cc1nnc(NC(=O)NC(C)N2C(=O)C3C4C=CC(C4)C3C2=O)s1 (configuration not stated)	i	-11%&-25%	0%&13%	-16&0	26%&23%	-3%&-1%	1%&-2%	?	4%&-4%
